Vif inh = HIV Vif inhibition; inhibition, % at 7.49 µM; 0.35% of 340,000 active; AID 602346; HEK293T cells, Vif self-association by quenched fluorescence, imaging, 24 h; in the data active = inhibition above about 50%, passing the limit was not always enough; inconclusive = no clear call, values can overlap the other calls; inactive = below about 31%; also: some results filed as inactive read as strong as hits
TROY NFkB inh = inhibitors of TROY-dependent NF-kB signaling | inhibition, % at 10 µM | 0.98% of 360,000 active | Q293 LMP1-TROYcd NF-kB luciferase reporter, 4 h;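 active = compounds whose plate-normalised and pattern-corrected inhibition of the luciferase reporter signal at the single screening dose is 50% or more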
TLR9-MyD88 block = TLR9-MyD88 interaction inhibition; AID 504734; inhibition, % at 4.98 µM; CHO BLA complementation TLR9-MyD88, CCF4 FRET ratio; Q9NR96+Q99836; 0.21% of 340,000 active;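 active = inhibition above the mean over all tested compounds plus 3 SD, cut at about 21% in these data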;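 also: 0% = DMSO only wells and 100% = clavulanate BLA inhibitor control wells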
Target sequence (Q99836 whole entry, looked up): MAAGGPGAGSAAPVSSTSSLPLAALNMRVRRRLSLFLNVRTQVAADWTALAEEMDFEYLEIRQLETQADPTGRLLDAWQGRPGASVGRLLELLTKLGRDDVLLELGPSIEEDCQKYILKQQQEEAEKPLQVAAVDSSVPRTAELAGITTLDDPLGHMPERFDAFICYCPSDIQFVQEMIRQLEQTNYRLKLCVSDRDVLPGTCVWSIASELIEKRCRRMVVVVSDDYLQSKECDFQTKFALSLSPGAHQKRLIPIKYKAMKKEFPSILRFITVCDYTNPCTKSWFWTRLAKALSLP
Target sequence (Q9NR96 whole entry, looked up): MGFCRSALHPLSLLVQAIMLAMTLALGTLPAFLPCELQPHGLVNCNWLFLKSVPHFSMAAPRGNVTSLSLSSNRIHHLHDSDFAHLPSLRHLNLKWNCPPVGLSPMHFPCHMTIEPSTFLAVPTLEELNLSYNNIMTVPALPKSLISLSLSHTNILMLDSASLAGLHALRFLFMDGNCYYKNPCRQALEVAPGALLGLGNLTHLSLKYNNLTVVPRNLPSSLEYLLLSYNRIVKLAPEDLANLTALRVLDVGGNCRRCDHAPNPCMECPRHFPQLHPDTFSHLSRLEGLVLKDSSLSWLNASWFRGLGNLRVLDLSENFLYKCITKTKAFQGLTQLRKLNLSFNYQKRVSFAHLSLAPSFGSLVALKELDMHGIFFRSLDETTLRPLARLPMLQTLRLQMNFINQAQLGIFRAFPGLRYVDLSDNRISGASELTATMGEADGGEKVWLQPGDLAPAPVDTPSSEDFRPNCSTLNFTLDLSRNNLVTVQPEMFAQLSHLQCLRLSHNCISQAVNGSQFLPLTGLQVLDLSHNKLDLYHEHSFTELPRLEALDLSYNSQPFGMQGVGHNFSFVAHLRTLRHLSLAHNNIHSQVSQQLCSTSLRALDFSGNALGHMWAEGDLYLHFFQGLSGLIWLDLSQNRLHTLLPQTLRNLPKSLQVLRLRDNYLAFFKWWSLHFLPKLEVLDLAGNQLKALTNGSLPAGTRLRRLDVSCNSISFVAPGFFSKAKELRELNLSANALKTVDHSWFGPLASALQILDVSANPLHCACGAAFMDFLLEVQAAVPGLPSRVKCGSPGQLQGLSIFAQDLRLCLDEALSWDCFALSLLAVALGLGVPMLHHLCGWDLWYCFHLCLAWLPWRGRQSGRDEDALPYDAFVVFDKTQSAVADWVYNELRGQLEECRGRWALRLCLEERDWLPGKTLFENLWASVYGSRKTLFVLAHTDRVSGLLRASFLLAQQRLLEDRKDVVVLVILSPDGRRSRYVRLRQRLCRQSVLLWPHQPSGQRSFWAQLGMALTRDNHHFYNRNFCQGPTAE
LMP1 NFkB inh = inhibitors of Epstein-Barr LMP1-induced NF-kappaB reporter. LMP1-induced NF-kappaB luciferase reporter cells, luminescence. inhibition, % at 12.5 µM. 0.69% of 350,000 active; in the data active = inhibition above about 41%; inconclusive = no clear call, values can overlap the other calls;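 also: 0% = neutral control wells and 100% = reference inhibitor control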
NCOA1 inh = inhibitors of human steroid receptor coactivator 1 (SRC1) | HEK293 GAL4-SRC1 luciferase reporter, luminescence | 0.12% of 360,000 active | inhibition, % at 3.6 µM | Q15788;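 active = inhibition above the campaign mean plus 3 SD, with each screening campaign given its own cutoff, cut at about 60% in these data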;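 also: 0% = DMSO treated cells and 100% = gossypol at 36 µM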
NOD2 RIPK2 PPI = blocks binding of human NOD2 to RIPK2; O43353; CHO BLA complementation NOD2-RIPK2, CCF4 ratio; inhibition, % at 4.98 µM; 0.38% of 360,000 active; in the data active = inhibition above about 21%;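 also: 0% = vehicle only and 100% = reference blocker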
NCOA2 inhibitor = inhibits human steroid receptor coactivator 2; inhibition, % at 9 µM; HEK293 GAL4-SRC2 luciferase reporter, luminescence; Q15596; 0.17% of 370,000 active;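 active = inhibition above the mean inhibition of all tested compounds plus 3 SD, set per campaign, cut at about 52% in these data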;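 also: 0% = DMSO treated cells and 100% = cells given Gossypol at 36 µM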
LRH-1 inv ag = inverse agonists of human LRH-1 (NR5A2). O00482. HEK293T StAR-luciferase reporter, LRH-1 transfected, 24 h. inhibition, % at 3.6 µM. 0.13% of 360,000 active;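 active = inhibition above the mean inhibition of all tested compounds plus 3 SD, cut at about 73% in these data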;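 also: 0% = DMSO wells and 100% = reporter-only cells lacking LRH-1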
COUP-TFII inh = blocks human COUP-TFII nuclear receptor | P24468 | HEK293T NGFI-A luciferase reporter, luminescence | inhibition, % at 8.6 µM | 0.7% of 370,000 active;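 active = inhibition above a per-plate cutoff, mean inhibition of test wells between control levels plus 3 SD, cut at about 38% in these data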;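 also: cells cotransfected with COUP-TFII expression vector driving the NGFI-A reporter; 0% = median of COUP-TF2 test wells and 100% = reporter-only cells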
SRC3 inh = human NCOA3 inhibition; Q9Y6Q9; HEK293 GAL4-SRC3 luciferase reporter, luminescence; inhibition, % at 3.6 µM; 0.17% of 360,000 active;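 active = inhibition above a per-campaign cutoff, the mean of all compounds plus 3 SD, cut at about 60% in these data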;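 also: 0% = DMSO-treated cells and 100% = gossypol-treated cells at 36 µM; higher means less SRC3-driven luciferase light from the GAL4 reporter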
TRAIL sens C8 = caspase-8 TRAIL sensitization; 1% of 360,000 active; NB7+C8 cells + TRAIL, ATPlite viability luminescence; inhibition (viability loss, TRAIL sensitization), % at 10 µM;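 active = compounds causing at least 50% loss of cell viability in the single-dose screen, relative to plate controls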
* = called active by the depositor; ? = inconclusive; . = not tested or not shown. A portion of the library; rates above refer to the full screens.

SMILES	Vif inh	TROY NFkB inh	TLR9-MyD88 block	LMP1 NFkB inh	NCOA1 inh	NOD2 RIPK2 PPI	NCOA2 inhibitor	LRH-1 inv ag	COUP-TFII inh	SRC3 inh	TRAIL sens C8
CCN1C[C@@H]2[C@@H]3C(=O)N(C)C(=O)[C@@H]3[C@](CC)(C1=O)N2C(=O)c1ccc(C(C)(C)C)cc1	2	14	8	1	14	1	8	-2	-4	-4	-1
Cc1ccc(N(C(=O)CNC(=O)c2ccco2)C(C(=O)NC2CCCC2)c2ccncc2)cc1F (stereo unspecified)	0	6	-6	-3	15	7	-27	5	0	3	-17
CCCn1cnc2sc(CC)cc2c1=O	6	-22	-6	1	-34	1	-15	-15	-21	-25	-4
Cc1cc2nsnc2c(S(=O)(=O)NCC(=O)O)c1C	-4	-2	-5	0	-7	-11	9	-8	-17	-19	5
Cc1ccc(C)c(S(=O)(=O)NNC(=O)Nc2ccccc2Cl)c1	6	-2	-9	-6	4	0	-8	0	10	16	-13
O=C(Nc1ccc(S(=O)(=O)N2CCOCC2)cc1)c1cc(-c2ccccc2O)n[nH]1	20	27	4	-10	9	0	11	16	6	11	0
COc1ccccc1-c1csc(C(NC(C)=O)c2ccccc2)n1 (stereo unspecified)	6	-18	.	.	0	-5	-7	-6	-14	3	3
COc1ccc(-c2cc(NC=O)c3ncc(-c4ccc(C(C)=O)cc4)n3c2)cc1OC	-4	16	.	.	12	-8	-58	35	-29	-3	6
COCCC(=O)N1CCC(Oc2ccc(C(=O)N3CCCC(OC)C3)cc2)CC1 (stereo unspecified)	-3	-37	-6	5	15	-4	22	9	10	11	-26
CC(C)Cn1c(N)c(C(=O)COC(=O)c2nccnc2N)c(=O)n(C)c1=O	17	-1	4	-3	-9	-12	-2	15	-13	0	-20
O=C(NC(Cc1ccccc1)C(=O)N1CCN(c2ccccn2)CC1)c1ccco1 (stereo unspecified)	-6	-12	2	3	1	7	13	2	-6	12	-1
CC(=O)c1c(C)[nH]c(C(=O)COC(=O)CN(C)S(=O)(=O)c2ccc(Cl)cc2)c1C	-26	11	-2	7	0	-8	-29	7	-8	14	-2
COc1ccc(CNC(=O)CN2C(=O)c3ccc([N+](=O)[O-])cc3C2=O)cc1	?	-12	-9	-7	4	-1	-23	9	-14	8	-9
COc1cc(-c2noc(C)c2C(=O)NCCCN2CCCC2=O)cc(OC)c1OC	.	-22	2	6	-4	3	-14	-6	-7	-9	-5
Cc1n[nH]c(C)c1Sc1ccccc1[N+](=O)[O-]	-7	-10	-3	12	-34	-10	-5	-12	7	30	-26
CCCCc1nnc(SCCSc2nnc(CCCC)n2N)n1N	-3	-10	0	-7	12	-8	-6	13	-4	3	10
CN(Cc1ccccc1)C(=O)C1CCCN1S(=O)(=O)c1ccc2c(c1)n(C)c(=O)c(=O)n2C (stereo unspecified)	1	13	-1	3	-9	2	10	-2	-15	15	-4
CCCCN(C(=O)CSCC(=O)Nc1ccc(OC)cc1)c1c(N)n(CC(C)C)c(=O)[nH]c1=O	-14	-22	-2	-4	-9	-8	16	7	-9	19	-2
O=C(O)c1cc(N/N=C/c2cccc3ccccc23)ccc1Cl	2	-19	-14	-45	-87	-5	-26	-22	-5	-96	-17
CCOC(=O)c1nnn2c1nc(N1CCOCC1)c1ccccc12	0	-1	.	.	-4	2	7	16	-16	16	5
CC(C)CC(=O)NC(NC(=S)Nc1ccccc1)C(Cl)(Cl)Cl (stereo unspecified)	6	-9	-7	-1	6	-8	-11	3	-13	7	-7
COC(=O)CCC(=O)N1CCOCCOCCN(C(=O)CCC(=O)OC)CCOCCOCC1	1	.	7	-3	-11	-7	17	-19	8	-23	-6
CCOc1ccc(C(=O)NN2CCOCC2)cc1	4	0	5	6	12	-7	2	-2	-2	-19	-4
CCOC(=O)C1=C(CC)OC(N)=C(C#N)C1c1ccc(OC)c(OC)c1OC (stereo unspecified)	-6	-9	2	-1	5	-10	-3	2	-5	-4	-1
CCC(c1ccc(O)c(O)c1)C(CC)c1ccc(O)c(O)c1 (stereo unspecified)	2	24	-18	-17	-3	-14	.	14	.	0	12
Cc1ccccc1-n1c(=O)c2ccccc2n2cnnc12	-16	-8	-5	5	2	-1	4	-36	-8	-11	-6
COC(=O)c1sc2ccccc2c1-n1cccc1C(=O)C(=O)Nc1ccc(Cl)cc1	-2	10	0	-15	-8	-5	10	4	8	16	13
Cc1ccc2nc(N3CCOCC3)c(C=O)cc2c1	-5	-44	-4	-3	-41	-18	11	-23	-7	-20	5
CCOC(=O)C1(CCOc2ccccc2)CCN(S(=O)(=O)N(C)C)CC1	1	-3	-2	-15	-19	-25	18	12	-8	-1	-4
Fc1ccccc1N1CCN(Cc2nc(-c3ccccc3)no2)CC1	8	-9	3	-11	0	1	8	-8	-9	14	3
CCN(CC(=O)Nc1cc(C)on1)CC(=O)Nc1ccccc1C(F)(F)F	0	-5	-13	6	-16	-10	13	15	2	12	17
CC(C)c1ccc(NC(=O)CSc2n[nH]c(=O)n2C2CC2)cc1	-10	1	8	5	-3	-3	-12	4	-18	-6	21
Cc1ccccc1CCNC(=O)C1CCC(=O)N(C2CCCCCC2)C1 (stereo unspecified)	-6	-6	-4	-8	-28	2	28	13	-10	0	-7
CCOC(=O)C1=C(CSCC(=O)OC)NC(=O)NC1c1cc(C)ccc1C (stereo unspecified)	0	11	-4	2	-8	0	21	-15	15	5	3
COc1cc(C(=O)OC(C)C(=O)NC(=O)NC2CCCCC2)ccc1OC(F)F (stereo unspecified)	0	9	7	-3	-3	3	13	-8	-15	5	-6
Cc1ccc([C@H]2N[C@]3(CCCN(Cc4ccccc4)C3=O)[C@H]3C(=O)N(C)C(=O)[C@@H]23)cc1	1	-12	-5	-5	2	0	6	8	0	-7	-8

Ordered by heavy-atom count (rising): part of the list above.
SMILES	Vif inh	TROY NFkB inh	TLR9-MyD88 block	LMP1 NFkB inh	NCOA1 inh	NOD2 RIPK2 PPI	NCOA2 inhibitor	LRH-1 inv ag	COUP-TFII inh	SRC3 inh	TRAIL sens C8
CCOc1ccc(C(=O)NN2CCOCC2)cc1	4	0	5	6	12	-7	2	-2	-2	-19	-4
Cc1ccc2nc(N3CCOCC3)c(C=O)cc2c1	-5	-44	-4	-3	-41	-18	11	-23	-7	-20	5
Cc1ccccc1-n1c(=O)c2ccccc2n2cnnc12	-16	-8	-5	5	2	-1	4	-36	-8	-11	-6
CCC(c1ccc(O)c(O)c1)C(CC)c1ccc(O)c(O)c1 (stereo unspecified)	2	24	-18	-17	-3	-14	.	14	.	0	12
CC(C)c1ccc(NC(=O)CSc2n[nH]c(=O)n2C2CC2)cc1	-10	1	8	5	-3	-3	-12	4	-18	-6	21
Fc1ccccc1N1CCN(Cc2nc(-c3ccccc3)no2)CC1	8	-9	3	-11	0	1	8	-8	-9	14	3
CCOC(=O)C1(CCOc2ccccc2)CCN(S(=O)(=O)N(C)C)CC1	1	-3	-2	-15	-19	-25	18	12	-8	-1	-4
CCN(CC(=O)Nc1cc(C)on1)CC(=O)Nc1ccccc1C(F)(F)F	0	-5	-13	6	-16	-10	13	15	2	12	17
CCOC(=O)C1=C(CC)OC(N)=C(C#N)C1c1ccc(OC)c(OC)c1OC (stereo unspecified)	-6	-9	2	-1	5	-10	-3	2	-5	-4	-1
COc1cc(C(=O)OC(C)C(=O)NC(=O)NC2CCCCC2)ccc1OC(F)F (stereo unspecified)	0	9	7	-3	-3	3	13	-8	-15	5	-6
COC(=O)c1sc2ccccc2c1-n1cccc1C(=O)C(=O)Nc1ccc(Cl)cc1	-2	10	0	-15	-8	-5	10	4	8	16	13
Cc1ccc([C@H]2N[C@]3(CCCN(Cc4ccccc4)C3=O)[C@H]3C(=O)N(C)C(=O)[C@@H]23)cc1	1	-12	-5	-5	2	0	6	8	0	-7	-8

Other compounds
SMILES	Vif inh	TROY NFkB inh	TLR9-MyD88 block	LMP1 NFkB inh	NCOA1 inh	NOD2 RIPK2 PPI	NCOA2 inhibitor	LRH-1 inv ag	COUP-TFII inh	SRC3 inh	TRAIL sens C8
O=C(Cn1c(=O)oc2ccccc21)NCC1COc2ccccc2O1 (stereo unspecified)	.	7	1	-6	3	-2	-11	-5	-7	6	1
O=C(Nc1cccc(S(=O)(=O)c2cccc(NC(=O)C3CC3)c2)c1)C1CC1	-13	11	12	1	4	-8	17	20	14	19	24
CCCNC(=O)c1ccc2c(=O)c(O)c(-c3ccc(C)cc3)[nH]c2c1	-4	5	17	10	10	14	-56	25	28	9	6
COc1ccc(S(=O)(=O)NCC(c2cccs2)N2CCc3ccccc3C2)cc1 (stereo unspecified)	-3	-29	-11	-1	-4	-2	-3	-12	21	16	-5
COCCNc1oc(-c2ccco2)nc1S(=O)(=O)c1ccccc1	-1	14	-9	-2	-3	-10	.	15	.	8	-7
O=C(COC(=O)CCc1ccc(S(=O)(=O)N2CCCCC2)cc1)Nc1cccc2ccccc12	0	-1	7	3	-1	-9	2	-17	-4	14	-9
Cc1ccc(CSc2nc3ncccc3[nH]2)cc1	3	-24	5	16	-109	-5	-20	-124	-21	-80	67*
CCCCn1c(SCc2cccnc2)nc2c1c(=O)n(C)c(=O)n2C	.	14	-3	-1	4	2	2	-27	10	12	-8
CCN(CC)C(=O)CN(c1ccc(Cl)cc1)S(=O)(=O)c1ccccc1	0	-3	1	-8	-1	-1	2	-3	-1	6	-5
Cc1ccc(CN2C3=NC(=O)CN3c3ccccc32)cc1	6	-1	-4	-26	-11	-2	-12	15	-10	6	-14
CCCCn1nnc(NC(=O)COc2cc(C)ccc2C(C)C)n1	25	7	-58	-7	-1	-10	-10	3	12	0	-7
N#CCn1cnc2c(oc3ccccc32)c1=O	-2	-9	10	-13	8	-4	.	0	.	3	-4
C=CCN(CCNP(=O)(OCC)OCC)CP(=O)(OCC)OCC	8	0	2	-3	-11	1	-31	1	7	0	-14
CC(NC(=O)c1cccs1)C(c1cccs1)N1CCN(Cc2ccccc2)CC1 (stereo unspecified)	.	-20	-10	2	5	-3	6	-11	-3	-7	-10
Clc1ccc(Cn2ccc3ccccc32)cn1	1	-1	4	-20	7	6	-22	37	-11	11	3
CNc1ncc(-c2nnnn2-c2ccccc2)c(-c2ccccc2)n1	16	-10	4	3	1	3	7	10	10	-3	12
CC1CCC(NC(=O)C2CC(O)CN2S(=O)(=O)c2ccc([N+](=O)[O-])cc2)CC1 (stereo unspecified)	-2	7	7	0	5	-3	11	-2	9	-8	-3
CCCN(CCC)Cc1cc(=O)oc2cc(C)cc(C)c12	-2	-5	.	.	-10	-19	-29	1	-1	7	9

Screening data: PubChem BioAssay, several laboratories
